# CHOP inh = inhibitors of CHOP induction in ER stress response; CHO-K1 CHOP-promoter luciferase, tunicamycin-induced, 15-18 h; inhibition, % at 10 µM; hit rate 3.8% among 220,000;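 active = compounds that reduced the stress-induced luciferase reporter signal by more than about 70% of percent inhibition, limit read from the data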;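 note: 0% = tunicamycin plus vehicle and 100% = wells without tunicamycin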
# MDM2 E3 inh = blocks human Mdm2 ubiquitin ligase activity; cell-based MDM2 ubiquitination luciferase reporter, 2 h; 0 = plate control, 100 = twice control, blank-subtracted; AID 1230; signal enhancement, % at 5 µM; hit rate 0.11% among 210,000; Q00987;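 active = signal enhancement of 30% or more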;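 note: luminescence tracks abundance of the self-degrading MDM2-luciferase fusion protein; higher signal means inhibition of MDM2 E3 ligase activity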
# Target sequence (Q00987 whole entry, looked up, the tested form may be a part): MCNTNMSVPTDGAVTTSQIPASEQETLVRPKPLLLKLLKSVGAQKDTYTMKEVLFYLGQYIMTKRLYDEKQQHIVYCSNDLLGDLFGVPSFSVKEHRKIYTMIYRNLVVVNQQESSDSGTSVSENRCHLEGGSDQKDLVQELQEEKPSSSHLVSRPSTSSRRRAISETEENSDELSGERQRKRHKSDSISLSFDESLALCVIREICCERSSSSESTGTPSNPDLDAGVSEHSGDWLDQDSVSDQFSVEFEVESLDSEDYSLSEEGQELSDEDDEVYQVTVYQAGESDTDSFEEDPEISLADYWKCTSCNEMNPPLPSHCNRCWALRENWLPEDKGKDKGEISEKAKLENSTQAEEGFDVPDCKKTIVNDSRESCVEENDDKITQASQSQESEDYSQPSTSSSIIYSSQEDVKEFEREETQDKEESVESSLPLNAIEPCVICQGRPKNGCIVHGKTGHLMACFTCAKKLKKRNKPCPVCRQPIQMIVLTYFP
#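 Buffer or medium: Cells held in DMEM | Assay system: Stable mammalian line carrying autodegrading MDM2–luciferase fusion reporter | Quantity: 2000 cells/well | Times: 4 h settle plus 2 h compound, 37 °C | Doses: One concentration, 5 µM, with 0.2% DMSO | Technique: Luminescence with SteadyLite reagent, 15 min at room temperature | Benchmarks: Plate controls and plate blanks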
# Runt-SMMHC FRET = Runt domain-CBFb-SMMHC interaction inhibition | Q01196+Q13951 | Cerulean-Runt/Venus-CBFb-SMMHC FRET ratio 530/480, 1 h | inhibition, % at 20 µM | hit rate 0.74% among 220,000 | AID 1434;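 active = mean inhibition across duplicate retests at 20 µM reaching about 50%, limit read from the data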;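 note: 0% = DMSO wells and 100% = wells with excess untagged CBFb-SMMHC; inhibitors lower the FRET ratio by blocking Runt binding to CBFb-SMMHC; some results filed as inactive read as strong as hits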
# zfTRPN1 agonist = activates the zebrafish TRPN1 channel | AID 1424 | HEK293 zebrafish TRPN1-YFP, Fluo-8 calcium fluorescence; 100% = response to 87 µM carbachol | activation, % at 3 µM | hit rate 0.18% among 220,000;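 active = activation above its plate's cutoff, the mean activation of test wells on that plate plus 3 SD, cut at about 19% in these data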;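 note: 0% = DMSO alone and 100% = 87 µM carbachol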
#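 Assay system: Zebrafish TRPN1-YFP in HEK293 cells | Incubation: Dye loading 1 h at 37 °C, then 30 min room temperature | Measured by: Kinetic Fluo-8 fluorescence, ex 470-495, em 515-575 nm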
# EBV gp42 inh = blocks Epstein-Barr virus glycoprotein 42 binding; Q1HVG2; Fluorescence polarization binding assay, mP read-out; inhibition, % (tested at 21.74 µM); hit rate 0.42% among 220,000; in the data active = inhibition above about 50%
# Target sequence (Q1HVG2 whole entry, looked up): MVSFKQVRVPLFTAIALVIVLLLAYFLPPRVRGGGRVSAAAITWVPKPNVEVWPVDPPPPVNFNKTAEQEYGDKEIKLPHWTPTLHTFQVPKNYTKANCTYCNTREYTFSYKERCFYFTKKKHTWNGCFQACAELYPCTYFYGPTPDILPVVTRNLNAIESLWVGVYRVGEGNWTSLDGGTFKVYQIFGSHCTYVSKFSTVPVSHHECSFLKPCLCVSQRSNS
# NCF1 inh = inhibitors of human p47phox binding | p47phox/p22phox peptide binding, fluorescence polarization, 2 h | AID 1274 | inhibition, % at 24.7 µM | hit rate 0.53% among 220,000 | P14598;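 active = inhibition above about 30%, limit read from the data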;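 note: 0% = p47phox with labelled peptide and 100% = labelled peptide alone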
# Target sequence (P14598 whole entry, looked up): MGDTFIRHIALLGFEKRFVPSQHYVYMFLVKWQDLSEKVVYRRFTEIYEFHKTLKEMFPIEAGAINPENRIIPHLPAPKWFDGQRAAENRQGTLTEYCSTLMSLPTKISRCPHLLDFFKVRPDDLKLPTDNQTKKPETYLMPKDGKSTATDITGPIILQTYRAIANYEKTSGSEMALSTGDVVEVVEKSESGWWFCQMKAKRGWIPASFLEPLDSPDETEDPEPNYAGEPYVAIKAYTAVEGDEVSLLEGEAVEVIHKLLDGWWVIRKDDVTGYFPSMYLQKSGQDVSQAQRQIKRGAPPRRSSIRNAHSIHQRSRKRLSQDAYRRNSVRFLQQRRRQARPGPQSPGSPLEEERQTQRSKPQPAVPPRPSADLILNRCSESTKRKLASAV
# PPC-1+TRAIL kill = compounds killing PPC-1 cancer cells with TRAIL present (potentiator screen, no TRAIL-free arm). PPC-1 cells + TRAIL, ATPLite viability luminescence. cell killing (% activity), % at 4 µM. hit rate 0.41% among 220,000. AID 1443;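 active = cell killing above 50% in the first pass at 4 µM, then a duplicate retest at 5 µM averaging 50% or more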;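 note: plate controls were cells with TRAIL plus DMSO for no effect and medium-only wells lacking cells for full effect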
# TNF necrop inh = blocks TNF-alpha induced death of Jurkat FADD-/- cells | Jurkat FADD-/- TNF necroptosis rescue, ATP luminescence, 24 h; 0 = TNF only, 100 = no-TNF cells | activation (protection from cell death), % at 10 µM | hit rate 0.068% among 220,000;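 active = activation, meaning protection from cell death, of at least 50% relative to plate controls; inactive = activation below 50%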;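 note: necroptosis triggered by 40 ng/mL TNF-alpha added together with compound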
# TRPML3 agonist = activates the human TRPML3 channel; activation, % at 3 µM; hit rate 0.29% among 220,000; Q8TDD5; HEK293 TRPML3-YFP, Fluo-8 calcium fluorescence; 100% = the carbachol control signal;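 active = activation above its plate's cutoff, the mean activation of the plate's test wells plus 3 SD, cut at about 12% in these data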;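 note: 0% = DMSO only wells and 100% = carbachol wells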
#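 Test system: HEK293 cells stably carrying human TRPML3-YFP; Doses: single dose, 3 µM final nominal compound, 0.3% DMSO final; Schedule: dye loading 1 h 37 °C then 30 min ambient, 125 s read; Technique: Fluo-8 calcium fluorescence; Benchmarks: high control carbachol 87 µM, low control DMSO.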
# The depositor's hits bear a star; nt = no result given; & = joins results of further samples.
SMILES,CHOP inh,MDM2 E3 inh,Runt-SMMHC FRET,zfTRPN1 agonist,EBV gp42 inh,NCF1 inh,PPC-1+TRAIL kill,TNF necrop inh,TRPML3 agonist
O=c1[nH]c(-[n+]2ccccc2)c(/C=N/NC([S-])=Nc2ccccc2)s1,-4,-17,-12,3.4,2,-5,-7,1.0,2.4
S=c1[nH]nc(-c2cc(-c3ccccc3)n[nH]2)n1/N=C/c1ccc(Cl)c(Cl)c1,-192,-8,6,-1.0,-11,10,5,-4.3,0.8
CN(c1ccc(C(=O)NCCSCc2ccccc2)cc1)S(=O)(=O)c1ccccc1,25,-7,4,-1.1,-1,-13,3,1.1,0.4
CCOC(=O)/C(C#N)=C(\N)C(C)C(=O)Nc1ccccn1 (centres undefined),5,-2,-9,-0.2,-13,2,1,2.4,0.0
Cc1cc(Br)ccc1NC(=O)CNC(=O)CSc1n[nH]c(N)n1,9,6,1,1.1,-7,-4,9,-1.5,-0.5
Cc1ccc(S(=O)(=O)N2CCCCC2)cc1NC(=O)Cn1ccsc1=N,15,-2,-4,1.0,-10,-18,4,0.9,0.9
Cc1ccc(CN(CC(=O)NC2CCCC2)C(=O)CSc2nnc(COc3ccccc3)o2)cc1,18,nt,15,0.3,-16,-14,20,-1.7,0.1
CC1(C)CC(=O)C(C=NCCN2CCN(C(=S)Nc3cccc(Cl)c3)CC2)=C(O)C1,9,-5,3,1.9,-1,-12,5,-4.9,0.8
CCOC(=O)c1ccc(-c2cc(C)no2)[nH]1,23,12,-1,-1.7,0,-3,8,2.1,-0.6
Cc1csc2c(N3CCCCC3)ncnc12,10,-14,-6,0.5,-23,-7,10,1.7,0.2
CC1(C)CC(=O)C(C=NCCCO)=C(O)C1,-3,-4,2,-1.2,-25,-3,5,0.0,0.5
C=CCc1cccc2cc(C(=O)NNC(=O)c3ccncc3)c(=O)oc12,57,-11,2,-0.9,-13,-2,10,-0.5,0.9
Cc1ccc(C(=O)NC(=S)NCCN2CCOCC2)cc1,-14,-9,-3,0.3,-14,-7,-17,2.5,0.8
CNC(=O)c1ccc(NC(=O)/C=C/c2cccc(F)c2)cc1,-2,-9,0,3.2,5,-3,13,1.1,0.8
CS/C(N)=N/N=C/c1c(O)ccc2ccccc12,-13,-21,-6,1.6,-29,-10,14,-1.7,0.1
O=C(Nc1nc(-c2ccccc2)cs1)c1cccnc1,6,-5,-1,2.6,0,4,-14,0.7,1.0
CC1=[N+](C)N(c2ccccc2)C(=O)C1N=Cc1ccc(Cl)cc1 (centres undefined),-2,-13,2,1.4,-13,-8,6,1.5,0.7
O=C(/C=C/c1c(Cl)cccc1Cl)N1CCN(c2ncccn2)CC1,36,-7,-6,0.1,-19,-2,20,-1.3,-0.2
COc1cccc(OCCCN2CCCCCC2)c1,3,-5,-45,-0.8,-4,0,-7,1.0,1.0
CC/C(=N/Nc1ccccc1C)c1cnnc(SC)n1,33,-34,-4,-0.5,2,6,12,0.6,0.1
O=C1NC2(CCCCCC2)Cc2ccccc21,24,-12,2,-0.1,1,-7,-8,-0.5,0.5
Cc1ccc(C(=O)OCC(=O)NCCN2C(=O)CSC2=O)cc1,5,9,1,1.1,-6,-13,-2,1.4,0.8
COc1ccc(NC(=S)Nc2cccc([N+](=O)[O-])c2)cc1,31,-8,-6,2.2,-23,16,2,-1.0,0.5
Cc1cnc(-c2nnc(N(C)C(=O)C3CCOC3)s2)cn1 (centres undefined),-1,-6,-2,-0.2,-4,-17,9,-1.9,0.0
O=C(Oc1ccc2c(c1)CCC2)N1CCOCC1,8,1,-3,0.7,-15,-11,13,-0.1,0.0
# Carrying on:
SMILES,CHOP inh,MDM2 E3 inh,Runt-SMMHC FRET,zfTRPN1 agonist,EBV gp42 inh,NCF1 inh,PPC-1+TRAIL kill,TNF necrop inh,TRPML3 agonist
COc1ccc(CC(=O)NC(C)CCc2ccccc2)cc1 (centres undefined),-12,-9,-2,-1.6,-25,-8,-3,1.2,-0.5
CS(=O)(=O)N(CCc1ccccc1)CC(=O)N1CCN(c2ccccc2)CC1,-8,-18,0,4.7,-5,-3,-10,-1.9,3.9
Cc1cc(C(=O)NN=C2C3CC4CC(C3)CC2C4)c2ccccc2n1,9,-18,4,0.9,-15,-14,11,-1.5,-0.3
Cc1ccc(Cl)cc1N1CCN(C(=S)NCc2ccco2)CC1,12,1,4,-1.5,-5,-19,-8,-0.9,-0.1
COc1ccccc1OCC(=O)Nc1ccc(O)cc1C(=O)O,-10,-10,0,0.0,-19,12,-23,0.3,0.2
CC12C(=O)N(c3ccc(C(=O)N4CCOCC4)cc3)C(=O)C1C1c3ccccc3C2c2ccccc21 (centres undefined),10,2,7,0.4,3,-7,10,-1.2,0.8
CCCCNC(=O)c1[nH]c(C)c(C(C)=O)c1C,24,-4,2,0.3,-7,-11,24,-0.3,0.9
O=C(OCc1cc2ccccc2[nH]c1=O)c1ccccc1,42,-17,4,0.0,-13,-19,6,0.1,-1.1
S=C(NCc1ccccc1)NCC1COc2ccccc2O1 (centres undefined),24,-19,-1,2.2,-13,-13,40,-3.2,-1.1
O=C(Cn1cc(C(F)(F)F)ccc1=O)N/N=C/c1ccc(Cl)cc1Cl,104*,6,-6,0.1,-6,-13,8,1.2,-0.2
CCOc1ccc(S(N)(=O)=O)cc1-c1nc2c(C(C)(C)C)nn(C)c2c(=O)[nH]1,14,-4,1,-0.7,-11,-1,18,0.9,-1.1
NC(=O)c1c(Nc2nc3c(F)cccc3s2)sc2c1CCCC2,49,-9,104*,1.1,-139,-67,4,-2.3,1.9
Cc1ccc(NC2=C([N+](=O)[O-])CS(=O)(=O)C2)cc1,-16,-4,-1,0.3,-29,-15,5,1.2,0.9
COCCCNC(=O)C1C2C=CC3(CN(Cc4ccc(C)cc4)C(=O)C13)O2 (centres undefined),-18,-4,-2,1.0,-18,-16,0,-2.1,0.7
COc1ccc(N2C(=O)CC(NC3CC3)C2=O)cc1 (centres undefined),1,4,-2,0.0,-12,-15,5,0.0,0.3
COc1cc(OC)cc(C(=O)N[C@H](C(=O)Nc2ccc(NC(C)=O)cc2)C(C)C)c1,17,-46,2,0.1,-16,-11,3,1.3,-0.8
O=C(CC1C(=O)NCCN1Cc1ccoc1)NCc1cccc(OC(F)(F)F)c1 (centres undefined),9,-40,-1,-0.1,-8,-11,-6,-3.8,-0.3
Cc1sc2ncn(CC(=O)NCCCOC(C)C)c(=O)c2c1S(=O)(=O)N1CCN(c2ncccn2)CC1,2,-3,0,0.6,-20,-4,-5,-0.5,0.9
Cc1ccc(NC(=S)NC(C)CCc2ccccc2)cc1C (centres undefined),-23,-3,13,-1.0,-3,-2,-20,-18,-0.2
COc1cccc(/C=N/Nc2ccc(S(=O)(=O)O)cc2)c1O,1,-7,0,0.2,-16,-9,-8,-4.2,0.6
NS(=O)(=O)c1ccc(CCNC(=O)C2CCC(Cn3c(=S)[nH]c4ccccc4c3=O)CC2)cc1 (centres undefined),-5,1,-2,-0.4,-13,-12,-6,5.2,1.1
COc1cc2c(C(=O)N3CCN(C)CC3)c(CSc3ccccc3)n(C)c2cc1Br,9,-9,0,0.5,-5,-2,-9,1.7,1.5
O=C(CSc1ncccc1-c1nc2ccccc2[nH]1)N1CCCCC1,8,-20,-4,-0.2,-7,-3,-20,-0.4,0.1
COc1ccc(CNC(=O)c2nnn(Cc3ccc(OC)cc3)c2N)cc1,-6,-10,-8,1.7,4,-2,nt,0.7,1.8
CCOc1ccccc1/C=C/C(=O)c1ccc(Cl)cc1,-4,-2,0,0.3,8,8,13,-2.1,0.1
# (continued)
SMILES,CHOP inh,MDM2 E3 inh,Runt-SMMHC FRET,zfTRPN1 agonist,EBV gp42 inh,NCF1 inh,PPC-1+TRAIL kill,TNF necrop inh,TRPML3 agonist
CC1(C)C(c2ccc(Cl)cc2)=[N+]([O-])C2(CCCC/C2=N\O)N1O (centres undefined),-2,0,-105,-0.3,-10,-4,15,1.6,0.2
Cc1ccc(C)n1-c1ccc(NC(=O)c2ccccc2)cc1,45,-8,1,1.1,-2,-31,-2,3.1,0.9
O=C(CN1C(=O)C(=O)c2ccccc21)NC1CCCCC1,-2,-4,3,-1.1,-15,4,2,-1.7,0.7
CCN1CCN(c2cc3c(cc2F)c(=O)c(C(=O)O)cn3C2CC2)CC1,-3,nt,-2,-0.5,-10,-3,13,2.8,0.9
O=C(OCc1ccccc1)Oc1cncc(C(=O)O)c1,-25,-5,3,-0.8,-23,-5,15,-0.1,0.1
O=C(Nc1ccc2c(c1)nc1n2CCOC1)c1ccco1,38,-24,1,0.4,-9,-8,33,-1.2,0.2
COC(=O)CSc1nc(C)cc(C)c1C#N,-14,7,0,0.1,-20,10,13,0.1,0.3
N/C(=N\OC(=O)COc1ccc(Cl)cc1Br)c1ccncc1,-19,4,-1,-1.6,4,6,20,-0.7,0.2
CCc1ccc(NC(=O)CSCc2ccc(C(=O)O)cc2)cc1,-6,nt,-8,0.2,-14,-5,18,0.9,0.9
O=C(Nc1cccc(Cl)c1)/C(=C\c1cccnc1)NC(=O)c1ccco1,15,-15,1,-0.4,-11,-7,15,-0.6,1.5
Cn1c(SCC(=O)OC2CCCCC2)nnc1-c1ccco1,-37,nt,-5,0.2,-15,-5,34,-0.3,-0.2
COc1ccccc1C(=O)C1CCCN(C(=O)CCn2cnnn2)C1 (centres undefined),21,-18,1,0.3,-20,-9,16,0.8,0.5
O=C1C2C3C=CC(CNS(=O)(=O)c4ccccc4[N+](=O)[O-])(O3)C2C(=O)N1c1ccccc1 (centres undefined),15,-9,16,0.2,0,-9,12,-0.2,-0.2
Cc1cc(C)c2c(n1)nn1c(N3CCN(c4ccccc4)CC3)cc(C)nc21,62,-19,11,-1.1,6,-5,14,-0.8,-0.6
Cc1ccc(C)n1-c1cccc(C(=O)O)c1,19,-9,6,nt,17,-13,23,nt,nt
CC(C)C(=O)Nc1ccc([N+](=O)[O-])c(C(F)(F)F)c1,-90&32,-5,-2,4.1,-15,-3,2,1.6,4.6
COc1ccc(C)cc1NC(=O)C(OC(=O)CNC(=O)c1ccc(Br)cc1)c1ccccc1 (centres undefined),11,5,6,-1.4,-8,-11,32,-0.2,-0.1
CCOC(=O)N1CCN(C(=O)Cn2ccc3c(OC)cccc3c2=O)CC1,-4,-11,2,1.3,-12,5,6,-1.1,-0.2

# One compound at a time, from the list above. Screens in order: CHOP inh | MDM2 E3 inh | Runt-SMMHC FRET | zfTRPN1 agonist | EBV gp42 inh | NCF1 inh | PPC-1+TRAIL kill | TNF necrop inh | TRPML3 agonist
# Results for O=C(OCc1ccccc1)Oc1cncc(C(=O)O)c1 : -25 | -5 | 3 | -0.8 | -23 | -5 | 15 | -0.1 | 0.1
# Results for O=C1C2C3C=CC(CNS(=O)(=O)c4ccccc4[N+](=O)[O-])(O3)C2C(=O)N1c1ccccc1 (centres undefined) : 15 | -9 | 16 | 0.2 | 0 | -9 | 12 | -0.2 | -0.2
# Results for Cc1ccc(C)n1-c1ccc(NC(=O)c2ccccc2)cc1 : 45 | -8 | 1 | 1.1 | -2 | -31 | -2 | 3.1 | 0.9
